Source: PubChem
GalR3 antag: blocks the human galanin receptor 3; O60755; HEK293 GalR3-CNG cAMP membrane potential fluorescence; galR3 body fused to GalR1 C-terminus; inhibition, % at 3 µM; 360,000 compounds, 0.44% hits; AID 651719;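 active = inhibition above the screen-wide average plus 3 SD, cut at about 13% in these data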;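 note: forskolin and galanin both at EC90 stimulate the cells; cAMP rise reported by CNG channel membrane potential dye signal; 0% = forskolin plus galanin with DMSO and 100% = forskolin alone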
Target sequence (O60755 1-299 limits assumed): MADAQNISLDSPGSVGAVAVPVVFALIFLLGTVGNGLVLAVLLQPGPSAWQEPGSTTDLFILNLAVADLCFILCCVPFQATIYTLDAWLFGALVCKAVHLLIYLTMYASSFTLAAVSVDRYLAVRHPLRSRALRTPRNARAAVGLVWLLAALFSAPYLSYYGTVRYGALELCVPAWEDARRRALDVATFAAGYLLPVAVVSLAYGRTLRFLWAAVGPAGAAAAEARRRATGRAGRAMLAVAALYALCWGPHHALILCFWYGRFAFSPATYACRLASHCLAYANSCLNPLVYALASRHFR
* marks the source's active call; other numbers are inactive results. This is a subset; count on the stated rates, not on these rows.

SMILES	GalR3 antag
CCCCn1nnnc1C(C1CC1)N1CCC(n2c(=O)[nH]c3ccccc32)CC1 (configuration not stated)	-7
C[C@]12C=CC(=O)C=C1CC[C@@H]1[C@@H]2CC[C@]2(C)C(=O)CC[C@@H]12	-6
COc1ccc(C2=CC(c3ccc4c(c3)OCO4)c3c(c4ccccc4oc3=O)O2)cc1OC (configuration not stated)	36*
Cc1cc(C)c(C)c(C(O)(C(=O)O)c2ccccc2)c1 (configuration not stated)	-6
C=CC(=O)OCCO	-3
O=c1[nH]c2ccccc2n1C1CCN(C(c2ccccc2)c2nnnn2-c2ccc3c(c2)OCCO3)CC1 (configuration not stated)	-8
COC(=O)C1C(c2ccc(Cl)cc2)CC2CCC1N2C (configuration not stated)	-3
CCC(C)c1cnc(CC(C)C)c(=O)n1O (configuration not stated)	-1
O=[N+]([O-])c1ccc(N2CC2)c([N+](=O)[O-])c1	-6
Nc1ccc(-c2ccccc2)cc1	-8
COc1ccccc1CNCCc1cccc(Cl)c1	-8
N#Cc1ccc(NC(=O)CN2CCN(C(=O)c3cccs3)CC2)cc1Cl	-4
C[C@]12C[C@H](O)[C@@H](O)C[C@@H]1CC[C@@H]1[C@@H]2CC[C@]2(C)C(=O)CC[C@@H]12	-1
COc1ccc2c(c1)NP(=S)(c1ccccc1)N2 (configuration not stated)	-4
CCCCn1nnnc1C(c1ccnc2ccccc12)N1CCC2(CC1)C(=O)NCN2c1ccccc1 (configuration not stated)	-6
CCOC(=O)CNC(=O)N1Cc2cc(-c3ccc(OC)cc3)ccc2-n2nncc2C1	-3
Cc1nc(C)c(C(=O)NN=Cc2ccc(N(CCCl)CCCl)cc2)s1	-5
CC(C)(C)c1cc(O)ccc1O	1
COc1ccc(OC(=O)N(C)C[C@@H]2OCc3ccccc3-c3c(n(C)c4ccccc34)C(=O)N([C@H](C)CO)C[C@@H]2C)cc1	-5
Nc1ccc(Cc2ccc(N)c(Cl)c2)cc1Cl	0
COc1ccc(S(=O)(=O)N2Cc3ccccc3-n3nncc3C2)cc1	-4
O=C1NC(=O)C2(CCCc3ccc(N(CCCl)CCCl)cc32)N1 (configuration not stated)	-2
COP(=O)(NC(C)=O)SC (configuration not stated)	0
O=C1NCN(c2ccccc2)C12CCN(C(CCc1ccccc1)c1nnnn1Cc1ccccc1)CC2 (configuration not stated)	2

Filtered by structure: the compounds so far containing an NH in an aromatic ring
SMILES	GalR3 antag
CCCCn1nnnc1C(C1CC1)N1CCC(n2c(=O)[nH]c3ccccc32)CC1 (configuration not stated)	-7
O=c1[nH]c2ccccc2n1C1CCN(C(c2ccccc2)c2nnnn2-c2ccc3c(c2)OCCO3)CC1 (configuration not stated)	-8

(cont.)
SMILES	GalR3 antag
C1=NCCCN2CCCCC12 (configuration not stated)	-1
C[C@H]1CNCCN1c1ccc(N2CC[C@@H](O)C2)c(C#N)c1	-7
COC(/C(C)=C/C=C/C(C)=C/c1coc(C)n1)C(C)C1CC(O)C2(C)OC2C=CC(C)C2CC(CC(=O)O2)CC2OC2C(=O)O1 (configuration not stated)	-5
CC1C(c2ccccc2)OC(=O)N1C (configuration not stated)	-5
CC=C(CC)C1(CC)C(=O)NC(=S)NC1=O	-7
O=C1NC(=O)C(=Cc2c(Cl)cccc2Cl)C(=O)N1	0
O=c1c([N+](=O)[O-])cn(O)cc1[N+](=O)[O-]	-6
CC[C@H]1c2ccccc2[C@@H]2CC[C@H]1N2c1ccccc1	-6
O=C(NCCN1CCC2(CC1)C(=O)NCN2c1ccccc1)c1ccc(F)cc1F	-5
CN(Cc1cccc(-c2cccnc2)c1)C(=O)Oc1ccc([N+](=O)[O-])cc1	-7
CCCCCN1C(=O)c2ccccc2[C@@]2(C(=O)OCC)Cc3cc(OC)ccc3[C@@H]12	-8
CCN1C(=O)CC(=O)N(CC)C1=S	-5

Quoted from the results shown for reference:
SMILES	GalR3 antag
CCCCCN1C(=O)c2ccccc2[C@@]2(C(=O)OCC)Cc3cc(OC)ccc3[C@@H]12	-8
CCN1C(=O)CC(=O)N(CC)C1=S	-5

Individual results from the results shown:
Reading of `CC=C(CC)C1(CC)C(=O)NC(=S)NC1=O` under GalR3 antag: -7
Reading of `CCCCCN1C(=O)c2ccccc2[C@@]2(C(=O)OCC)Cc3cc(OC)ccc3[C@@H]12` under GalR3 antag: -8
Reading of `CN(Cc1cccc(-c2cccnc2)c1)C(=O)Oc1ccc([N+](=O)[O-])cc1` under GalR3 antag: -7

Next results.
SMILES	GalR3 antag
O=C1C=C2c3ccccc3CC(C(=O)O)C2CC1 (configuration not stated)	-3
O=C1NCN(c2ccccc2)C12CCN(C(c1ccnc3ccccc13)c1nnnn1Cc1ccccc1)CC2 (configuration not stated)	-4
CC(C)(C)n1nnnc1C(C1CC1)N1CCC2(CC1)C(=O)NCN2c1ccccc1 (configuration not stated)	-5
CC1CC2(C)C(CCC3C2CCC2(C)C(OP(=O)(N4CC4)N4CC4)CCC32)CC1=O (configuration not stated)	2
O=c1[nH]c2ccccc2n1C1CCN(C(c2cccc3ccccc23)c2nnnn2-c2ccc3c(c2)OCCO3)CC1 (configuration not stated)	-3
Cc1cc(C)c(NC2=NCCS2)cc1C	-6
COc1ccc(C(c2nnnn2Cc2ccccc2)N2CCC3(CC2)C(=O)NCN3c2ccccc2)cc1 (configuration not stated)	0
COc1cc2c(cc1OC)C13CCN4CC5=CCOC(CC(=O)O)C(C5CC41)C3N2 (configuration not stated)	0
Cc1ccc(OC(=O)N(C)C[C@@H]2OCc3cnnn3CCCC(=O)N([C@H](C)CO)C[C@H]2C)cc1	-5
Cc1ccc(OC(=O)N(C)C[C@H]2OCc3cnnn3CCCC(=O)N([C@H](C)CO)C[C@@H]2C)cc1	-5
Cc1ncoc1C(=O)NCC1=C(c2ccc(S(C)(=O)=O)cc2)C[C@@H]2CC[C@H]1N2Cc1ccco1	0
O=C1NC2C(=CC(O)C(O)C2O)c2cc3c(cc21)OCO3 (configuration not stated)	-2

Some of these compounds in order of length of the SMILES, descending:
SMILES	GalR3 antag
O=c1[nH]c2ccccc2n1C1CCN(C(c2ccccc2)c2nnnn2-c2ccc3c(c2)OCCO3)CC1 (configuration not stated)	-8
O=C1NCN(c2ccccc2)C12CCN(C(c1ccnc3ccccc13)c1nnnn1Cc1ccccc1)CC2 (configuration not stated)	-4
CN(Cc1cccc(-c2cccnc2)c1)C(=O)Oc1ccc([N+](=O)[O-])cc1	-7
C1=NCCCN2CCCCC12 (configuration not stated)	-1

The list goes on:
SMILES	GalR3 antag
Cc1ccc(S(=O)(=O)N2Cc3cc(N4CCOCC4)ccc3-n3nncc3C2)cc1	-6
O=c1[nH]c2ccccc2n1C1CCN(C(CCc2ccccc2)c2nnnn2Cc2ccccc2)CC1 (configuration not stated)	-8
COc1ccc(-c2ccc3c(c2)CN(c2cccc(Cl)c2)Cc2cnnn2-3)cc1	-8
CC1([N+](=O)[O-])COP(=O)(NC2CC2)OC1 (configuration not stated)	-3
C[C@@H]1COc2cc(N3CCN(C)CC3)ccc2S(=O)(=O)N1	-4
CC(C)CN1Cc2ccccc2-n2nncc2C1	-1
N#Cc1c(Br)n(C2OC(CO)C(O)C2O)c2ncnc(N)c12 (configuration not stated)	-4
COC(=O)[C@@H]1N=C(c2ccc(OC)cc2)O[C@]12C(=O)N(Cc1ccc(OC)cc1)c1ccccc12	-7
C=C1C(=O)OC2CC3(C)OC3CCC(C)=CC(OC(C)=O)C12 (configuration not stated)	-3
CC1=CC2OC3CC4OC(=O)C=CC=CC(C(C)O)OCC(O)C(C)CC(=O)OCC2(CC1O)C4(C)C31CO1 (configuration not stated)	-4
O=P(Oc1ccc(-c2ccccc2)cc1)(N1CC1)N1CC1	-4
CN1Cc2cnnn2-c2ccccc2C1C#N (configuration not stated)	-3
CCOC(=O)[C@]12Cc3cc(OC)ccc3[C@H]1N(C(C)C)C(=O)c1cc(OC)ccc12	-8
CC(C)(C)n1nnnc1C(c1cccc2ccccc12)N1CCC2(CC1)C(=O)NCN2c1ccccc1 (configuration not stated)	-6
O=C(NCCN1CCC2(CC1)C(=O)NCN2c1ccccc1)c1cccc2c1-c1ccccc1C2=O	-4
COc1cccc(C(c2nnnn2Cc2ccccc2)N2CCC3(CC2)C(=O)NCN3c2ccccc2)c1OC (configuration not stated)	3
O=C(NN=Cc1ccc(N(CCCl)CCCl)cc1)c1cccc([N+](=O)[O-])c1	-6
COc1cc2c(c(OC)c1OC)-c1ccc(O)cc1C(NC(C)=O)CC2 (configuration not stated)	3
O=C(NN=Cc1ccc(N(CCCl)CCCl)cc1)c1cccnc1	-6
CC(=O)OC1CCC2(C)C(=CC(=O)C3C2CCC2(C)C(OC(C)=O)CCC32)C1 (configuration not stated)	-3
COc1cc(CCN)c(OC)cc1C	-9
C#CCCC[C@@H]1OC(=O)CNC(=O)C([C@@H](C)CC)NC(=O)[C@@H]2CCCN2C(=O)C([C@@H](C)CC)OC(=O)[C@H](Cc2ccccc2)N(C)C(=O)[C@H](C(C)C)NC(=O)C1(C)C (some centres not stated)	-5
CC(C)Oc1cccnc1N(C)C1CCN(Cc2ccccc2)CC1	-4
COc1ccc(C(c2nnnn2-c2c(C)cccc2C)N2CCC(n3c(=O)[nH]c4ccccc43)CC2)cc1 (configuration not stated)	-4
C[C@@H]1CN([C@@H](C)CO)C(=O)CCCn2cc(nn2)CO[C@H]1CN(C)C(=O)Oc1ccc2ccccc2c1	-4
COCCNC(=S)N1Cc2ccccc2-n2nncc2C1	-7
COC(=O)C1=C(c2ccc(OC(F)(F)F)cc2)C[C@@H]2CC[C@H]1N2C(=O)NCc1ccco1	-6
CC(N)C(=O)NC1C2C(=C(O)CC(O)C2O)C(=O)OC1(C)C(Cl)Cl (configuration not stated)	-7
CCOP(=S)(OCC)N1CC1	-4
CCC1(CC)COP(=O)(OCC(Cl)CCl)OC1 (configuration not stated)	-4
N#Cc1ccc(CN2Cc3ccccc3-n3nncc3C2)cc1	-7
O=C(Nc1cc(Cl)cc(Cl)c1)N1Cc2ccccc2-n2nncc2C1	-6
Cc1ccccc1CN1Cc2cnnn2-c2ccccc2C1C#N (configuration not stated)	-9
O=c1[nH]c2ccccc2n1C1CCN(C(c2cccc3ccccc23)c2nnnn2Cc2ccccc2)CC1 (configuration not stated)	-8
COC(=O)C1=C(c2ccc(OCc3ccccc3)cc2)C[C@@H]2CC[C@H]1N2C(=O)NCc1cccc(F)c1	-8
CC1=CP(=O)(Oc2ccc([N+](=O)[O-])cc2)CC1 (configuration not stated)	-3
O=P(/C=C1\OCc2ccccc21)(Oc1ccccc1)Oc1ccccc1	-7
O=C1NCN(c2ccccc2)C12CCN(C(c1ccccc1OC(F)(F)F)c1nnnn1-c1ccc3c(c1)OCCO3)CC2 (configuration not stated)	-1
COC1CCC(OC2CC(C3(C)CCC4(CC(O)C(C)C(C(C)/C=C(\C)C(=O)C(C)CC(C)C(=O)O)O4)O3)OC3(OC(C4OC(O)(CO)C(C)CC4C)CC3C)C2C)OC1C (configuration not stated)	-6
C[C@H](CO)N1C[C@H](C)[C@@H](CN(C)C(=O)Oc2ccc3ccccc3c2)OCc2cnnn2CCCC1=O	2
CC1(C(=O)O)CC12c1ccccc1-c1ccccc12 (configuration not stated)	-4
CSCCC(c1nnnn1Cc1ccccc1)N1CCC(n2c(=O)[nH]c3ccccc32)CC1 (configuration not stated)	-6
COc1cc(O)c2c(c1)/C=C/C[C@H](O)[C@H](O)C(=O)CCC[C@H](C)OC2=O	-5
S=C(NCCc1ccccc1)N1Cc2cc(Br)ccc2-n2nncc2C1	-5
CCN(CC(=O)Nc1ccc(C#N)c(Cl)c1)CC(=O)NC1CCS(=O)(=O)C1 (configuration not stated)	-1
CCOC(=O)[C@]12Cc3cc(OC)ccc3[C@H]1N(C1CCCCC1)C(=O)c1cc(OC)ccc12	-3
C[C@@H]1CN([C@H](C)CO)C(=O)CCCn2cc(nn2)CO[C@H]1CN(C)C(=O)Oc1cccc2ccccc12	0
COc1ccc(S(=O)(=O)N2Cc3cnnn3-c3ccccc3C2C#N)cc1 (configuration not stated)	4
O=P(N1CCCCCC1)(N1CCCCCC1)N1CC1	-6
